# Source: PubChem BioAssay (several laboratories)
# GPR7 antagonist = GPR7 receptor antagonists, primary screen, cell-based, fluorescence, single concentration; Neuropeptides B/W receptor type 1 (Homo sapiens), P48145; GPR7-expressing cells, fluorescence antagonist assay; inhibition, % at 4.4 µM; hit rate 1.1% among 290,000; in the data active means inhibition above about 16%, passing the limit was not always enough;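 further: cells stimulated with the agonist NPW; 0% = agonist with vehicle and 100% = vehicle without agonist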
# HCV NS3 hel inh = inhibitors of HCV NS3 helicase, primary screen, biochemical, Cy5 molecular beacon fluorescence | NS3 helicase DNA unwinding | inhibition, % at 10.9 µM | hit rate 0.56% among 290,000 | AID 1800, 2009;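 active means inhibition above the mean of all tested compounds plus 3 SD, set per campaign, cut at about 35% in these data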;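 further: 0% = DMSO wells and 100% = thioflavine S control wells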
#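 Compound dosing – single dose, 10.9 µM nominal final, DMSO 0.8% final · System – NS3 helicase fragment of HCV · Buffer or medium – MOPS pH 6.5, MgCl2, DTT, Tween20, BSA · Signal – Cy5 beacon fluorescence read at start and 1 h · Also added – annealed dual-labelled DNA beacon duplex, ATP-started · Schedule – 1 h at 25 °C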
# V1aR counter = agonists of human V1a receptor, primary screen, counter-screen for OXTR agonist project, fluorescence, CHO-V1R cells; Fluo-8 calcium fluorescence, agonist mode; 0% DMSO, 100% 3 nM vasopressin; activation, % at 3 µM; hit rate 0.25% among 320,000; AID 2797, 2010;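 active means activation above the mean activation of all tested compounds plus 3 SD, per screening run, cut at about 20% in these data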;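 further: signal is peak over basal fluorescence ratio across a 100 second FLIPR read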
# FID counter = compounds displacing fluorescent DNA intercalator, primary screen, artefact control for HCV NS3 helicase inhibitor project, biochemical, FID fluorescence; DNA fluorescent intercalator displacement; inhibition, % at 7.9 µM; hit rate 0.17% among 290,000; AID 1845, 2009; in the data active means inhibition above about 37%;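 further: 0% = vehicle and 100% = reference compound; higher means more ethidium bromide displaced from hairpin DNA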
# GalR3 antagonist = GalR3 antagonists in HEK293 cells, primary screen, cell-based, fluorescence readout; Galanin receptor type 3 (Homo sapiens), O60755; inhibition, % at 3 µM; HEK293 GalR3-CNG cAMP membrane potential fluorescence; galR3 body fused to GalR1 C-terminus; hit rate 0.44% among 360,000;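 active means inhibition above the screen-wide average plus 3 SD, cut at about 13% in these data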;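 further: forskolin and galanin both at EC90 stimulate the cells; cAMP rise reported by CNG channel membrane potential dye signal; 0% = forskolin plus galanin with DMSO and 100% = forskolin alone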
# Target sequence (O60755 1-299 limits assumed): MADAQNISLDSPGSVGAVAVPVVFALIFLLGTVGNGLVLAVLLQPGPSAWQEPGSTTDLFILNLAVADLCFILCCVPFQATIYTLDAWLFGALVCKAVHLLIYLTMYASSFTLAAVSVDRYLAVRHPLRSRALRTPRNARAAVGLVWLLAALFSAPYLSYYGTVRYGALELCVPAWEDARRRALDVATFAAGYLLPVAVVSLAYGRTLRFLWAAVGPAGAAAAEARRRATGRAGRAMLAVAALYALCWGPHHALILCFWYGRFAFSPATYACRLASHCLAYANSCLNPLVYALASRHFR
# OXTR agonist = human OXTR agonists, primary screen, fluorescence, CHO-OTR cells, Fluo-8 calcium. Fluo-8 calcium fluorescence; normalized: DMSO 0%, oxytocin 100%. activation, % at 3 µM. hit rate 0.32% among 320,000. AID 2435, 2010;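 active means activation above the mean of all tested compounds plus 3 SD, cutoff set per screening run, cut at about 20% in these data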;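 further: peak over basal fluorescence ratio from a 100 s FLIPR kinetic read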
# Target sequence (P30559 whole entry, looked up): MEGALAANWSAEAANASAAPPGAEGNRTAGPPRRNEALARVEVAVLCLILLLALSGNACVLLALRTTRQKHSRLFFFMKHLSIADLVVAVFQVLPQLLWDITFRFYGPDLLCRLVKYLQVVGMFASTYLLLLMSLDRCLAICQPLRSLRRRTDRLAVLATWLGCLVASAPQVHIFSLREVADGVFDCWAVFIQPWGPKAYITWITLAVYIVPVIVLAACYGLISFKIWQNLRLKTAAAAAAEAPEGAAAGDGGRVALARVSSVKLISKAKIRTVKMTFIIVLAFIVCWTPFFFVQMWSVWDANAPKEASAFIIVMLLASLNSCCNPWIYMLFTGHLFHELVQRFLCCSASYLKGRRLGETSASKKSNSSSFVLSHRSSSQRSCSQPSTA
# IMP-1 inh = IMP-1 metallo-beta-lactamase inhibitors, primary screen, biochemical, epi-absorbance readout, Pseudomonas aeruginosa enzyme | metallo-beta-lactamase IMP-1 (Pseudomonas aeruginosa) | inhibition, % at 5.6 µM | purified IMP-1, nitrocefin hydrolysis, epi-absorbance fluorescence | hit rate 0.45% among 290,000;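 active means inhibition above the mean plus 3 SD of all compounds in the same screening run, cut at about 4.5% in these data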;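 further: 0% = IMP-1 with DMSO and 100% = DMSO wells lacking enzyme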
#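 System – purified recombinant IMP-1 beta-lactamase · Input – IMP-1 dispensed at 0.2 nM · Timing – 15 min preincubation plus 25 min reaction at 25 °C · Signal – Epi-absorbance fluorescence, 480 nm excitation, 530 nm emission · Measure – percent IMP-1 inhibition derived from blank-referenced optical density · Controls – Enzyme-plus-DMSO low control, enzyme-free DMSO high control · Replication – singlicate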
# VIM-2 inhibitor = VIM-2 metallo-beta-lactamase inhibitors, primary screen, biochemical, epi-absorbance readout, Pseudomonas aeruginosa enzyme. purified VIM-2, nitrocefin hydrolysis, epi-absorbance fluorescence. inhibition, % at 5.6 µM. AID 1527, 2009. hit rate 0.89% among 290,000;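 active means inhibition above the mean of all tested compounds plus 3 SD, cutoff set per screening run, cut at about 7.5% in these data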;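 further: red hydrolysis product quenches plate fluorescence so inhibitors raise well fluorescence; 0% = enzyme with DMSO and 100% = DMSO without enzyme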
# PHOSPHO1 inh = PubChem AID 1565; Phosphoethanolamine/phosphocholine phosphatase (Homo sapiens), Q8TCT1; inhibition, % at 13.3 µM; recombinant PHOSPHO1, absorbance phosphatase assay; hit rate 1.1% among 290,000; in the data active means inhibition above about 60%
# Target sequence (Q8TCT1 whole entry, looked up): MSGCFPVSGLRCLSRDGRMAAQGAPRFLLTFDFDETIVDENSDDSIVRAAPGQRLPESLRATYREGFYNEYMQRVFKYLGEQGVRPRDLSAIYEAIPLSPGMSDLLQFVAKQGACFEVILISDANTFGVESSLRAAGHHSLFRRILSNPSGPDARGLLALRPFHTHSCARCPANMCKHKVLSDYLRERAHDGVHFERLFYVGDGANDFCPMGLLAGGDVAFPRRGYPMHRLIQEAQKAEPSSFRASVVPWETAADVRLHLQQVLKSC
# The depositor's hits bear a star; nt = not tested or not shown.
SMILES,GPR7 antagonist,HCV NS3 hel inh,V1aR counter,FID counter,GalR3 antagonist,OXTR agonist,IMP-1 inh,VIM-2 inhibitor,PHOSPHO1 inh
Cc1ccc(/C=C/C(=O)c2ccc(O)cc2)cc1,-10.8,-0.6,-0.1,-1.5,-1.4,-1.0,-2.7,-1.6,-0.8
Cc1c(NC(=O)CCN2C(=O)c3ccccc3C2=O)c(=O)n(-c2ccccc2)n1C,-0.2,-5.8,0.1,1.7,-1.3,0.1,-1.1,-7.2,18.2
CCCCNC(=S)NNC(=O)c1cc(-c2ccncc2)nc2ccccc12,-16.2,-8.4,0.6,-34.5,-6.2,-0.4,-4.2,-3.9,-16.3
COC(=O)c1scc(C)c1NC(=O)/C=C/C(=O)O,0.7,2.0,0.5,2.4,-3.5,-1.1,-2.8,-2.9,24.6
CCn1cc(C(=O)NCCCN2CC(C)CC(C)C2)c(=O)c2cc(S(=O)(=O)N(C)C3CCCCC3)ccc21 (stereo unspecified),-12.4,-28.4,0.1,32.7,-1.1,-0.9,-2.3,-1.4,1.8
CC(C)c1nnc(NC(=O)CCC(=O)N2CCN(C3CCCCC3)CC2)s1,-10.1,7.0,-0.1,5.1,nt,0.1,-3.6,4.6,22.8
CCCCN1CC(=O)N2[C@H](c3ccc(Cl)cc3)[C@@H]3C(=O)N(CC)C(=O)[C@@H]3[C@]2(Cc2ccccc2)C1=O,-2.6,8.1,0.4,-29.9,-8.2,0.7,-1.3,-0.7,-1.7
O=C(N/N=C/c1cccnc1)c1cc(-c2ccccc2)nc2ccccc12,-15.9,-7.9,2.4,-20.9,-7.3,-0.7,-2.3,0.6,-16.0
COc1ccc(OCC(=O)Nc2cccc(C(C)=O)c2)cc1,4.9,0.7,3.5,-9.3,-4.3,0.7,-2.1,-3.4,-7.4
COc1cc2[nH]c(=O)n(Cc3ccc(C(=O)NCCCN4CCN(C)CC4)cc3)c(=O)c2cc1OC,-7.3,3.2,0.2,16.0,-1.3,0.4,-3.0,0.8,0.5
CCOc1ncccc1C(=O)OCc1ccc([N+](=O)[O-])cc1,1.0,10.3,-0.7,7.1,-5.6,-2.4,-2.9,-2.6,16.6
O=C(CN1CCN(Cc2ccc3c(c2)OCO3)CC1)N1CCc2[nH]c3ccccc3c2C1,-0.7,-42.9,nt,-1.9,nt,nt,-1.5,-0.1,29.3
Cc1ccc(S(=O)(=O)N(C)CC(=O)N2CCc3ccccc32)cc1,-5.7,4.6,-1.0,1.9,-2.3,-2.3,-3.0,-3.9,-3.4
CCOC(=O)c1ccc(NC(=O)NCc2ccccn2)cc1,-8.7,1.4,0.8,-10.9,2.4,0.4,-2.0,-1.9,27.4
CC(C)(C)C1(O)CC(C(F)(F)F)=NN1C(=O)CCCc1ccccc1 (stereo unspecified),-2.8,-16.2,-0.7,-8.2,2.0,-1.9,-1.8,1.2,28.3
CCOC(=O)c1cnn(-c2nc(CC)nc3sc4c(c23)CCC4)c1N,-4.5,0.2,0.5,1.8,5.7,0.0,-1.5,-3.5,-15.6
COc1ccc(N2CCN(C(CNS(C)(=O)=O)c3ccco3)CC2)cc1 (stereo unspecified),1.0,-1.8,-0.3,-7.1,-2.9,-0.6,-0.2,0.2,7.3
O=C(CSc1ccccc1F)NC(=O)NCc1ccco1,-2.0,30.8,-0.8,-2.3,-6.5,0.1,-1.5,-0.6,19.2
Cc1cc(-c2csc(N)n2)c(C)n1Cc1ccco1,-3.3,11.5,0.3,-7.5,-6.9,0.5,-0.1,-0.9,61.2*
CCOC(=O)N1CCN(C(=O)CSc2nc3c(c(=O)n2-c2ccccc2OC)SCC3)CC1,-6.2,4.2,-0.2,-24.8,-1.4,-1.6,-0.9,-1.6,42.0
CC(C)(C)NC(=O)c1ccc(NC(=O)C2COc3ccccc3O2)cc1 (stereo unspecified),2.4,5.9,1.4,-18.1,-1.3,0.1,-1.5,0.8,5.0
O=C(NC1CCN(Cc2ccccc2)CC1)C1CCN(S(=O)(=O)c2cccc([N+](=O)[O-])c2)CC1,-1.0,-10.8,-0.3,10.8,nt,1.4,0.2,-0.2,35.0
CCOC(=O)c1cccc(NC(=O)CCS(=O)(=O)c2cccc3nsnc23)c1,-7.6,5.7,-0.8,-10.4,-2.5,-1.9,-1.9,-6.5,-26.6
O=S(CC(O)COCc1ccc(Cl)cc1)c1ccccn1 (stereo unspecified),-5.7,-0.7,-0.3,-5.4,-0.3,1.0,-2.5,-1.5,39.3
CCOC(=O)CCc1c(C)nc(-n2[nH]c(C)c(CCO)c2=O)[nH]c1=O,-6.7,10.8,0.0,-8.5,-0.1,-0.5,-1.8,-2.7,-7.1

# A different layout for some results above:
compound	GPR7 antagonist	HCV NS3 hel inh	V1aR counter	FID counter	GalR3 antagonist	OXTR agonist	IMP-1 inh	VIM-2 inhibitor	PHOSPHO1 inh
O=C(CSc1ccccc1F)NC(=O)NCc1ccco1	-2.0	30.8	-0.8	-2.3	-6.5	0.1	-1.5	-0.6	19.2
Cc1cc(-c2csc(N)n2)c(C)n1Cc1ccco1	-3.3	11.5	0.3	-7.5	-6.9	0.5	-0.1	-0.9	61.2*
CCOC(=O)N1CCN(C(=O)CSc2nc3c(c(=O)n2-c2ccccc2OC)SCC3)CC1	-6.2	4.2	-0.2	-24.8	-1.4	-1.6	-0.9	-1.6	42.0
CC(C)(C)NC(=O)c1ccc(NC(=O)C2COc3ccccc3O2)cc1 (stereo unspecified)	2.4	5.9	1.4	-18.1	-1.3	0.1	-1.5	0.8	5.0
O=C(NC1CCN(Cc2ccccc2)CC1)C1CCN(S(=O)(=O)c2cccc([N+](=O)[O-])c2)CC1	-1.0	-10.8	-0.3	10.8	nt	1.4	0.2	-0.2	35.0

# Later entries:
SMILES,GPR7 antagonist,HCV NS3 hel inh,V1aR counter,FID counter,GalR3 antagonist,OXTR agonist,IMP-1 inh,VIM-2 inhibitor,PHOSPHO1 inh
COc1ccccc1CNC(=O)CCS(=O)(=O)c1cccc2nonc12,-3.0,-2.1,0.6,-3.0,-7.8,-0.2,-4.0,-4.2,19.7
CC1(C)CC(NC(=O)c2ccc(Br)o2)CC(C)(C)N1,-5.5,7.3,0.4,-2.2,-6.0,0.7,-3.2,-1.6,39.1
CCCC(=O)N1CCN(c2ccc(NC(=O)c3ccc([N+](=O)[O-])o3)cc2Cl)CC1,3.6,4.5,nt,4.5,1.6,nt,2.6,-0.7,24.5
CN(C)c1ccc(C(=O)OCc2ccc(Br)cc2)cc1,5.1,-0.5,0.4,-9.2,0.3,-1.6,0.8,-1.0,8.6
COC(=O)c1ccccc1NC(=O)NCc1ccccn1,-8.7,-4.5,-0.3,-0.8,-2.0,-0.6,-3.4,-3.3,24.6
CCOc1ccc(CCNC(=O)C2CCCN(S(C)(=O)=O)C2)cc1OCC (stereo unspecified),-10.8,1.3,0.7,-9.3,0.1,-0.7,-3.1,-0.8,42.2
CC(C)CC1NC(C(=O)O)Cc2c1[nH]c1ccccc21 (stereo unspecified),4.2,8.4,0.9,-0.8,-1.8,0.3,2.3,0.1,nt
COc1cc(OC)c(N(C)C(=O)c2cn(C)c(=O)c3cc(OC)c(OC)cc23)cc1Cl,0.1,10.3,1.5,-30.4,-11.8,-0.8,0.1,1.4,22.7
CC1CCCCC1NC(=O)CCS(=O)(=O)c1ccc2c(c1)NC(=O)CS2 (stereo unspecified),-8.4,-1.1,0.4,-15.9,-0.8,-0.2,-4.0,-3.0,22.3
O=C(Nc1ccccc1)c1nn(-c2ccccc2)c(=O)cc1C(F)(F)F,-1.8,-5.6,-0.8,0.1,2.6,-0.3,-2.5,1.3,-4.6
C=CCn1c(COc2ccc(Cl)cc2)nnc1SCC(=O)NCC(=O)OCC,17.4,-8.5,0.5,-27.2,1.2,0.3,-0.1,-0.3,99.8*
CN(C(=O)COC(=O)c1nc(-c2ccccc2)n(-c2ccccc2)n1)C1CCS(=O)(=O)C1 (stereo unspecified),-6.7,3.4,0.0,-8.0,-3.0,-0.6,-2.9,-3.4,11.4
Cc1cc(C(=O)NCc2ccccc2F)c2ccccc2n1,-11.4,-17.5,1.2,-2.3,-10.9,-0.2,-1.7,-0.5,18.4
CC(NC(=O)CCC(=O)c1ccc(F)cc1)C1CC2CCC1C2 (stereo unspecified),11.8,-2.3,-0.7,-18.3,-6.5,-2.4,0.1,1.6,31.7
Cc1ccc(NC(=O)C(=O)c2c(-c3ccccc3)cc3ccccn23)cc1S(=O)(=O)N1CCOCC1,-12.6,-8.3,-1.0,-25.5,-4.8,-2.1,-4.0,-3.2,18.6
Cc1c(NC(=O)CC2CC(C)OC2=O)c(=O)n(-c2ccccc2)n1C (stereo unspecified),-12.8,16.7,-0.2,-1.7,-2.0,1.4,-0.9,2.2,nt
CCC(O)CNC(=O)CCc1nnc(C2(c3ccc(Cl)cc3)CCC2)o1 (stereo unspecified),-4.8,-3.3,0.7,-14.5,0.8,-0.6,-3.0,-6.1,60.1*
CCCn1c(=O)c(F)cn(Cc2ccc(OC)c([N+](=O)[O-])c2)c1=O,-14.4,4.0,-0.2,-0.3,3.2,0.8,-2.5,-2.8,52.3
O=C1NC2(CCCCC2)C(=O)N1Cc1ccc([N+](=O)[O-])cc1,1.2,0.2,-0.3,-1.1,-0.7,-3.0,-1.9,-0.6,-3.9
CC(C)(C)OC(=O)C(Cl)(C(=O)OC(C)(C)C)c1ccc2nnnn2n1,6.9,-13.1,nt,-0.5,-1.8,nt,-2.5,-0.4,11.4
O=C(c1ccc(Cl)c(S(=O)(=O)N2CCCC2)c1)N1CCN(c2ccccc2)CC1,0.6,-15.5,2.3,-24.1,-4.9,-1.3,-3.6,-2.6,33.9
COc1ccc(NC(=O)Cc2ccc(-c3ccccc3)cc2)cn1,21.8,-3.8,3.1,-8.7,-3.1,2.1,1.9,-1.1,-24.2
COc1ccc(OC)c(S(=O)(=O)NC(N)=NCCc2ccccc2)c1,-1.9,-7.1,0.7,-9.5,3.3,-0.3,-2.7,-1.3,-21.2
CC(C)(C)n1nnnc1C(c1ccccc1F)N1CCN(C(=O)c2ccco2)CC1 (stereo unspecified),3.1,7.3,0.5,-35.3,-7.3,-0.2,-0.2,-1.9,43.5
CC(Oc1ccc2c(c1)oc(=O)c1ccccc12)C(=O)NCCCN1CCOCC1 (stereo unspecified),-5.7,-5.6,6.9,12.1,-2.1,2.1,-3.1,11.7*,18.3
CCOc1ccccc1N1CCN(S(=O)(=O)c2cccc3nsnc23)CC1,-17.5,27.2,-0.6,-9.0,-1.1,-1.6,-2.0,-2.7,-3.4
Cc1ccc(S(=O)(=O)N(C)CCCC(=O)NCc2ccc3c(c2)OCO3)cc1,-4.3,-7.7,2.0,-22.7,4.0,-0.4,-4.1,-1.2,13.8
